# High-throughput results from PubChem BioAssay.
# Fibroblast inh = antiproliferative effect on LL 47 fibroblasts – human, LL 47 cells, CellTiter-Glo luminescence, primary screen; LL 47 human lung fibroblast viability, ATP luminescence; active compounds read low; 85,000 tested, 1.1% active; AID 719, 2007; viability, % at 10 µM;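 active means viability at or below 50% in the single dose screen; inactive means viability above 50%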;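 further: compound exposure lasted 72 h before the ATP readout; 100% = median luminescence of untreated cell-only wells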
#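 Test system: LL 47 human lung fibroblasts / Incubation: 72 h compound exposure at 37 °C after overnight plating / Technique: luminescent ATP detection, CellTiter-Glo / Compound dosing: 0.1% DMSO in all compound wells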
# CYP2C19 inhib = blockers of cytochrome P450 2C19 activity – biochemical, luminescence, ADME assay, primary screen; P33261; AID 778, 2007; 96,000 tested, 21% active; inhibition, % at 5 µM; CYP2C19 Supersomes, luciferin-H EGE luminescence, 30 min;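 active means CYP2C19 inhibition above a set limit at 5 µM in the primary screen, cut at about 50% in these data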;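 further: plate controls were negative control wells for no effect and 2.5 mM tranylcypromine positive control for full effect; values of inactives mirror those of a sister screen read the other way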
# Target sequence (P33261 whole entry, looked up): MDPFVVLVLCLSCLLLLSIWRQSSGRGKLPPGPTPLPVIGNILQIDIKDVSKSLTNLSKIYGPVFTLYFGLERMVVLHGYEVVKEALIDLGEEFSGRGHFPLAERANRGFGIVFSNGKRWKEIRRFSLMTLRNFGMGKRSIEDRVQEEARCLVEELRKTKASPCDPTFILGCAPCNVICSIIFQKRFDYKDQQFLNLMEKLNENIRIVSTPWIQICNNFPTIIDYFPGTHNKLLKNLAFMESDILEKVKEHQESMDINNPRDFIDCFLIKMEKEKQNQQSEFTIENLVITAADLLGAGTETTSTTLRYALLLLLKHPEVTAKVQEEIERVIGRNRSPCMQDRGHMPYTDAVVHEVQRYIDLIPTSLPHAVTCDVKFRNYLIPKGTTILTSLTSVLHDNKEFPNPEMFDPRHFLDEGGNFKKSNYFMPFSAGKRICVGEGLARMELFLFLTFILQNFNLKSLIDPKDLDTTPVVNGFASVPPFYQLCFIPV
# ERa SRC1 inh = ERα–SRC-1 coactivator interaction inhibitors, primary screen, biochemical, TR-FRET, ERα LBD, estradiol-bound. Estrogen receptor (Homo sapiens), P03372. AID 629, 2007. 86,000 tested, 1.7% active. inhibition, % at 25.6 µM. TR-FRET ER-alpha LBD / SRC-1 peptide; in the data active means inhibition above about 50%;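 further: 0% = receptor plus peptide control and 100% = peptide only without receptor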
# Target sequence (P03372 whole entry, looked up, the tested form may be a part): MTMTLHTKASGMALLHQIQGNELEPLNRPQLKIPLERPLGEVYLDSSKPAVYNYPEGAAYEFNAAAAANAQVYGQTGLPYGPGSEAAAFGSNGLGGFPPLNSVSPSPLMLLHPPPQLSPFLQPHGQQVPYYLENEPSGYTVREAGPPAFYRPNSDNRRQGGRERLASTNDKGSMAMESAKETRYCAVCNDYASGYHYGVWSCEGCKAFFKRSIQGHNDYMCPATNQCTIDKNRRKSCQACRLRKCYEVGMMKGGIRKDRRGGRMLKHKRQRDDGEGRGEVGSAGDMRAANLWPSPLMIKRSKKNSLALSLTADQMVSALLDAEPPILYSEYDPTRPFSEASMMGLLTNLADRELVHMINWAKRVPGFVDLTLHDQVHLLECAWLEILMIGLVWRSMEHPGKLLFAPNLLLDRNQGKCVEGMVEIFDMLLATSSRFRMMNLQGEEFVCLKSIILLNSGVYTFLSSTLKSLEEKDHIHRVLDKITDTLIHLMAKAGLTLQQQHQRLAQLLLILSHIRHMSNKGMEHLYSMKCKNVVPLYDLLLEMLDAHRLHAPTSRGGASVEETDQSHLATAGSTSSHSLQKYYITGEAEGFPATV
# Mac1 fbg enh = enhancers of CD11b/CD18 adhesion to fibrinogen, primary screen, K562 cells, luminescence; Integrin beta-2 (Homo sapiens) + Integrin alpha-M (Homo sapiens), P05107+P11215; ATPlite luminescence; activation, % at 10 µM; 93,000 tested, 0.07% active;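 active means 10 µM primary screen giving 50% or more activity, confirmed by 40% or more on retest at that dose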; further: strong numbers were not always called active
# CD11b adhes inh = inhibitors of CD11b/CD18 adhesion to fibrinogen, primary screen, K562 cells, luminescence; inhibition, % at 10 µM; AID 1497, 2009; 93,000 tested, 0.54% active; ATPlite luminescence; Mn2+ added to activate the integrin;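 active means primary inhibition of 50% or more at 10 µM, then 40% or more on retest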; further: some results filed as inactive read as strong as hits
# ERa SRC1 pot = enhancers of ERα–SRC-1 coactivator binding, primary screen, biochemical, TR-FRET, ERα LBD, low estradiol; TR-FRET ERalpha-LBD/SRC-Cy5 coactivator binding, 2 h; 100 = basal binding, no effect; AID 639, 2007; 86,000 tested, 1.3% active; Estrogen receptor (Homo sapiens), P03372; coactivator binding (% of control), % at 25.6 µM; in the data active means activity above about 200%;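 further: binding measured in presence of low estradiol as agonist stimulus; 0% = peptide alone without receptor and 100% = receptor with peptide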
# HUVEC prolif 384 = inhibitors of HUVEC proliferation, primary screen, cell-based, 384-well. CellTiter-Glo luminescence, 72 h; active compounds read low. viability, % at 10 µM (by protocol). 86,000 tested, 1.1% active;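 active means viability at or below 30%; inactive means viability above 30%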;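 further: 100% = median luminescence of DMSO-only cell control wells on each plate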
# H69AR growth 86K = proliferation blockers of H69AR lung cancer cells, primary screen, cell-based, human, 86K library; viability, % at 10 µM; 85,000 tested, 6% active; H69AR lung tumor viability, ATP luminescence, 72 h; active compounds read low;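 active means viability at or below 40%; inactive means viability above 40%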;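 further: multidrug resistant small cell line overexpressing MRP-1 efflux transporter; 100% = mean luminescence of untreated control wells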
# CYP2C19 activ = human CYP2C19 activators, primary screen, biochemical, luminescence; recombinant CYP2C19, luciferin-H EGE luminescence; active compounds read high; 0 = fully inhibited enzyme, 1 = untreated enzyme; activation factor at 5 µM; 96,000 tested, under 10 active; AID 1025, 2008;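 active means activation factor of at least 2 at 5 µM in the primary screen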;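 further: 0 = wells with 2.5 mM tranylcypromine and 1 = vehicle-only wells; values of inactives mirror those of a sister screen read the other way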
# Starred values were filed as active, the others as inactive; · = no result given; [ ] = dose if it differs, or a comment. Rows were taken by chance, and some 26% of all compounds hit somewhere here.
# Screens in order: Mac1 fbg enh	CYP2C19 inhib	CD11b adhes inh	H69AR growth 86K	ERa SRC1 inh	ERa SRC1 pot	HUVEC prolif 384	Fibroblast inh	CYP2C19 activ
> CCC(=O)NCCc1nc2ccccc2n1Cc1ccc(C)cc1
  -3	28	-4	92	-6	124	105	93	0.7
> O=C(NC12CC3CC(CC(C3)C1)C2)c1ccc(=O)oc1
  -7	12	10	75	-14	110[fluorescence artefact?]	88	95	0.9
> Cc1cccc(NC(=O)COc2ccc(Br)cc2C)n1
  -5	5	-4	97	-1	111	117	101	0.9
> Cc1cccn2c(=O)c3cc(C(=O)N(C)C)n(C)c3nc12
  -5	-9	0	87	2[fluorescence artefact?]	97[fluorescence artefact?]	101	92	1.1
> Cc1ccc(NC(=O)C2CC=CCC2C(=O)N2CCCCC2)cc1 (stereo not drawn)
  -3	38	-20	96	-1	107[fluorescence artefact?]	89	100	0.6
> CCOC(=O)c1[nH]c2ccc(F)cc2c1NC(=O)Nc1ccccc1OC
  4	-17	15	·	·	·	·	·	1.2
> CCc1nc(SCC(=O)Nc2c(C)nn(C)c2C)c2cnn(-c3ccccc3)c2n1
  3	16	44	47	48	93	103	97	0.8
> CC(C)Oc1ccc(C(=O)Nc2cc(=O)n(C)c(=O)n2C)cc1
  13	12	5	95	0	98	101	103	0.9
> CCC(C(=O)O/N=C(\N)c1ccc(Cl)cc1)c1ccccc1 (stereo not drawn)
  -1	34	-7	70	7	91	84	91	0.7
> Cc1ccc2cc3c(NC(=O)CC(C)C)nn(C)c3nc2c1
  1	14	-8	78	2	63[fluorescence artefact?]	85	96	0.9
> O=C(COC(=O)C1=COCCO1)Nc1ccc(Oc2ccccc2)cc1
  -1	82*	-6	·	·	·	·	·	0.2
> Cc1cc(C)n(-c2nc3c(c(=O)[nH]c(=O)n3C)n2CC(O)COc2ccc(Cl)cc2Cl)n1 (stereo not drawn)
  ·	·	·	13*	-4	110	48	72	·
> CCOc1ccccc1NC(=O)c1c(NC(=O)CNCc2ccco2)sc2c1CCC2
  18	4	-3	76	23[fluorescence artefact?]	101	94	104	1
> O=C(C1CCCCC1)N1CCC(c2nc3c(nnn3Cc3ccccc3Cl)c(=O)[nH]2)CC1
  ·	·	·	39*	3	101	64	89	·
> CCC(=O)N=c1sc2c(C)cc(C)cc2n1CC(=O)OC
  -4	26	1	85	2	128	101	97	0.7
> COc1ccccc1C(=O)Nc1ccc(-c2nnc(SCC(=O)O)n2C)cc1
  -1	7	-6	94	9[fluorescence artefact?]	116[fluorescence artefact?]	95	108	0.9
> CNC(=S)NNC(=O)Cc1ccc(OC)c(OC)c1
  -5	-20	-5	·	·	·	·	·	1.2
> Cc1ccc(NC(=O)COC(=O)C2CCC(=O)N2)c(S(=O)(=O)N2CCOCC2)c1 (stereo not drawn)
  -6	-10	2	91	0	125	101	100	1.1
> Cc1cn2nc(N)c3ccccc3c2n1
  0	-3	-12	47	2	94	88	112	1
> CCC(CC)C(=O)Nc1c(C)n(C)n(-c2ccccc2)c1=O
  -4	3	-13	97	-3	104	97	107	1

# Three compounds picked at random from the list so far:
# Screens in order: Mac1 fbg enh	CYP2C19 inhib	CD11b adhes inh	H69AR growth 86K	ERa SRC1 inh	ERa SRC1 pot	HUVEC prolif 384	Fibroblast inh	CYP2C19 activ
> O=C(C1CCCCC1)N1CCC(c2nc3c(nnn3Cc3ccccc3Cl)c(=O)[nH]2)CC1
  ·	·	·	39*	3	101	64	89	·
> CCC(=O)N=c1sc2c(C)cc(C)cc2n1CC(=O)OC
  -4	26	1	85	2	128	101	97	0.7
> COc1ccccc1C(=O)Nc1ccc(-c2nnc(SCC(=O)O)n2C)cc1
  -1	7	-6	94	9[fluorescence artefact?]	116[fluorescence artefact?]	95	108	0.9

# (continued)
# Screens in order: Mac1 fbg enh	CYP2C19 inhib	CD11b adhes inh	H69AR growth 86K	ERa SRC1 inh	ERa SRC1 pot	HUVEC prolif 384	Fibroblast inh	CYP2C19 activ
> Cc1ccc(NC(=O)CC2SC(=O)N(c3ccccc3)C2=O)cc1 (stereo not drawn)
  ·	·	·	102	-1	74	100	106	·
> CCCCOC(=O)Nc1ccc(C)c(Cl)c1
  ·	25	·	85	-8	90	98	96	0.8
> COc1ccc(C(=O)CSc2nnc(-c3ccc(S(=O)(=O)N4CCOCC4)cc3)o2)cc1
  9	6	14	98	-6[fluorescence artefact?]	470*[fluorescence artefact?]	83	87	0.9
> Cc1ccc(CNC(=O)C2C3C=CC4(CN(Cc5cccnc5)C(=O)C24)O3)cc1 (stereo not drawn)
  -6	9	8	90	-9	114	109	107	0.9
> COc1ccc(NC(=O)Nc2cc3oc4ccccc4c3cc2OC)cc1
  -3	-1	-8	·	·	·	·	·	1
> CC(=O)N1CCC2(CC1)C(C#N)=C(N)OC1=C2C(=O)CC(C)(C)C1
  ·	-8	·	92	-12	75	109	104	1.1
> CC(=O)C1=C(C)NC(SCC(=O)c2ccccc2)=C(C#N)C1CC(C)C (stereo not drawn)
  -4	42	1	81	-6	94	107	97	0.6
> O=C(CN1CCN(c2ccccn2)CC1)NC(=O)NC1CCCCC1
  -3	10	3	89	-2	100	99	107	0.9
> O=C(O)CCc1nc(-c2cccs2)no1
  -1	-16	13	101	2	112	103	99	1.2
> O=c1c2ccccc2nc(COc2ccccc2)n1/N=C/c1ccco1
  -2	62*	-2	75	-17[fluorescence artefact?]	111[fluorescence artefact?]	87	98	0.4
> C[C@]12C=CC(=O)C=C1CC[C@@H]1[C@@H]2[C@@H](O)C[C@@]2(C)[C@H]1CC[C@]2(O)C(=O)COC(=O)CCC(=O)O
  ·	·	·	102	-4	106	102	92	·
> CCOCC(=O)Nc1cc(C(=O)OC)ccc1C(=O)OC
  3	29	2	82	8	101	102	103	0.7
> O=c1c(-c2ccccc2)c(O)nc2ccccn12
  1	11	40	76	2	115	104	97	0.9
> O=C1CC(c2cccs2)CC(O)=C1C=NCCN1CCNCC1 (stereo not drawn)
  -2	8	-11	86	5	117[fluorescence artefact?]	92	102	0.9
> Cn1ncc2nc[nH]c(=O)c21
  -2	50*	-15	106	-2[fluorescence artefact?]	137[fluorescence artefact?]	100	106	0.5
> CCNC(=O)N1c2ccc(OCC)cc2C(C)=CC1(C)C
  -3	67*	-6	·	·	·	·	·	0.3
> COc1cccc(CNc2nc3ccccc3n2CCN2CCCCC2)c1
  -1	50	10	69	1[fluorescence artefact?]	118[fluorescence artefact?]	97	90	0.5
> Cc1ccc(/C=N/Nc2ccc3c(C(F)(F)F)cc(C(F)(F)F)nc3n2)cc1
  -3	1	-8	·	·	·	·	·	1
> CCCNC(=O)c1c(C)cc(=O)oc1C
  1	-11	-4	103	6[fluorescence artefact?]	110	95	102	1.1
> CC1=C(C)/C(=N/OC(=O)c2cccc([N+](=O)[O-])c2)C=CC1=O
  ·	·	·	11*	-3	105[fluorescence artefact?]	88	89	·
> CCC1CCCCN1C(=O)CSc1nnc(CNC(=O)COc2ccc(Cl)cc2)o1 (stereo not drawn)
  -1	45	2	96	-5	112[fluorescence artefact?]	102	95	0.5
> COc1cc(C2c3c(-c4ccccc4)n[nH]c3C(=O)N2c2ccccc2)ccc1O (stereo not drawn)
  3	77*	-3	83	2	97	102	93	0.2
> Cc1ccc(S(=O)(=O)n2nc(OC(=O)c3ccco3)cc2N)cc1
  ·	·	·	88	40	44	97	107	·
> O=C1CC(N2CCOCC2)C(=O)N1CCN1C(=O)CC(N2CCOCC2)C1=O (stereo not drawn)
  -4	6	-19	97	-7	123	98	100	0.9
> Cc1cccc(NC(=S)N2CCC(C(=O)c3ccc(F)cc3)CC2)c1C
  -2	35	6	·	·	·	·	·	0.6
> CC(C)CCn1nnnc1C(C(C)C)N1CCC(C(N)=O)CC1 (stereo not drawn)
  ·	·	·	88	-21	112	90	96	·
> O=C1c2cccnc2-c2ncccc21
  ·	-1	·	103	2[fluorescence artefact?]	150	99	101	1
> CCOC(=O)CN(C(=O)CN1CCC(n2nnc3cc(C)ccc32)CC1)c1ccccc1
  -1	18	15	·	·	·	·	·	0.8
> CCOC(=O)N1CCN(CCC(=O)Nc2ccc(OC)cc2OC)CC1
  ·	·	·	85	4	92	98	106	·
> O=C(Nc1ccccc1)c1cccc(N2C(=O)CCC2=O)c1
  2	44	-11	95	-9	115	94	97	0.6
> Cc1ccc2nc3c(cc(C#N)c(=O)n3CCN3CCOCC3)c(=O)n2c1
  0	19	0	92	0	128	98	92	0.8
> CS(=O)(=O)N(CC(=O)NCCSC1CCCCC1)c1ccc2c(c1)OCO2
  1	70*	-5	92	-11	111	100	88	0.3
> Cc1ccc(S(=O)(=O)N2CCC(C(=O)N3CCC[C@H]3C(=O)NCc3ccccc3)CC2)cc1
  4	19	-12	99	-7	101	100	96	0.8
> O=C(NCN1C(=O)C2C3C=CC(C3)C2C1=O)OC1CCCCC1 (stereo not drawn)
  -4	25	-2	96	-2	130	98	99	0.8
> CC(=O)Nc1c(O)nc(SCC(=O)Nc2sc3c(c2C#N)CCCCCC3)[nH]c1=O
  -2	1	-1	96	-6	87	97	100	1
> COc1ccc2c(c1)CCc1cc(C(=O)N3CCN(c4ccc(N5CCOCC5)nn4)CC3)sc1-2
  14	-1	32	·	·	·	·	·	1
> Cc1ccc(S(=O)(=O)NCCNC(=O)C2CCCNC2=O)cc1 (stereo not drawn)
  -4	1	-14	55	-1	118	104	·	1
> O=C(NCCOC(=O)c1ccc(Cl)cc1)c1cccnc1
  -4	23	-31	97	-4	110	90	99	0.8
> C=CCc1c(C)[nH]c2ccc(C)cc2c1=O
  -3	12	44	103	-3	108	99	99	0.9
> O=C(NCC(=O)N(Cc1cccs1)C(C(=O)NC1CCCCC1)c1ccco1)c1ccco1 (stereo not drawn)
  ·	·	·	92	-4	101	86	85	·
> Cn1c(SCC(=O)Nc2cccc(O)c2)nnc1-c1ccc(S(=O)(=O)N2CCOCC2)cc1
  -2	2	-11	89	9[fluorescence artefact?]	113	102	95	1
> CCC1(c2ccccc2)NC(=O)N(CC(=O)Nc2cccc(C#N)c2)C1=O (stereo not drawn)
  1	71*	-6	94	-6	116	98	96	0.3
> CCOC(=O)C1CCCN(C(=O)CSc2nccn2C)C1 (stereo not drawn)
  -3	55*	-8	96	-9	109	90	103	0.4
> O=C(CSc1nnc(-c2cccnc2)n1Cc1ccccc1)N1CCOCC1
  -1	-16	0	85	2[fluorescence artefact?]	102	97	103	1.2
> O=C(Nc1ncnc2sc3c(c12)CCCCC3)c1ccccc1
  -4	51*	-14	50	5	93	84	98	0.5
> O=C(CCc1ccccc1)Nc1nnc(-c2ccc3c(c2)CCCC3)o1
  6	30	0	71	4[fluorescence artefact?]	111	49	94	0.7
> COc1cccc(Nc2nc(NCCO)c3ccccc3n2)c1
  -7	51*	5	·	·	·	·	·	0.5
> CCOn1c(=O)c(-c2ccc(OC)cc2)[n+]([O-])c2ccccc21
  -5	8	1	91	-4[fluorescence artefact?]	107	98	99	0.9
> NC(=O)c1sc2nc(-c3ccco3)ccc2c1N
  -1	-3	4	·	·	·	·	·	1
